# KB-V1 cytotox = KB-V1 MDR subline cytotoxicity; KB-V1 MDR cells viability, CellTiter-Glo, 72 h; Potency, µM (top dose mostly 46.1 µM), inactives show top-dose activity change, negative = cytotoxicity, usual class: cytotoxic; hit rate 3.4% among 400,000; AID 1347076; further: on the % scale 0 is the no-effect control and ±100 the full control effect; nearly all actives have a fitted effect of over 60% in size
#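 KB-V1 cells (P-gp-expressing MDR subline of KB-3-1) in phenol-red-free DMEM with 10% FBS were exposed to library compounds over a concentration series for 72 h at 37 degrees C. Viability read by CellTiter-Glo luminescence; concentration-effect curves fitted after normalization.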
# GLP-1R agonist = GLP-1 receptor (human) agonism; Potency, µM (series often up to 45.6 µM), for inactives: top-dose activation, actives largely listed as activators; HEK293 GLP-1R CRE-luciferase, luminescence, 4-6 h; cells express a hypersensitive GLP-1R form; P43220; hit rate 0.007% among 380,000; further: % of control where 0% means no effect
# Target sequence (P43220 whole entry, looked up): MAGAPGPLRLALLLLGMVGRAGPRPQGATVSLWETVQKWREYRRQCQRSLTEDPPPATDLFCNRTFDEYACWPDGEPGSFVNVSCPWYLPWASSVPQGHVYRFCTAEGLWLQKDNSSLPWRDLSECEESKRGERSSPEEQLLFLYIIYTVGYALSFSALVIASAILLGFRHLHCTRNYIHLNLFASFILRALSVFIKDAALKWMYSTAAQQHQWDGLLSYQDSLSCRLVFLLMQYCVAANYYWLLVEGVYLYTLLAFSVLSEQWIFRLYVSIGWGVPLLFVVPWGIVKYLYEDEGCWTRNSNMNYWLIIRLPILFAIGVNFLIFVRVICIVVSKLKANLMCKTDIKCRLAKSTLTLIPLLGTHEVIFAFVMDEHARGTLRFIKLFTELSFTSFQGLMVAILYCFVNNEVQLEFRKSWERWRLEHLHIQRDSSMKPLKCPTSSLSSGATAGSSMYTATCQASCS
# TDP43 rescue = inhibitors of TDP-43 toxicity in yeast; TDP-43 expressing yeast growth rescue, BacTiter-Glo, 24 h; Potency, µM (doses to about 46.1 µM), for the others: at the top dose growth rescue (activation), most hits filed as activators; hit rate 1.8% among 410,000; AID 652104; further: % of control where 0% means no effect; nearly all actives have a fitted effect of over 50% in size
#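 Yeast cells expressing TDP-43 under galactose induction are exposed to compounds for 24 hr at 30 deg C. BacTiter-Glo luminescence measures growth, so protective compounds score as activators.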
# SW480 rerep = DNA re-replication induction in SW480 cells; Potency, µM (series often up to 46.1 µM), for inactives: top-dose re-replication activation, usual class: activators; SW480 DNA re-replication, Hoechst DNA content imaging, 48 h; hit rate 1.8% among 340,000; further: % of control where 0% means no effect; nearly all actives have a fitted effect of over 55% in size
#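 Quantitative HTS format with DMSO vehicle controls; 48 hr drug incubation at 37 C, then 40 min Hoechst staining and scanning imager measurement at 405 nm excitation.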
# GLP-1R inv ag = acts as inverse agonist at human GLP-1 receptor; P43220; Potency, µM (doses to about 38.3 µM), for the others: top-dose activity change, negative = inhibition, hits mostly inhibitors; hit rate 1.6% among 410,000; AID 624417; HEK293 GLP-1R CRE-luciferase, luminescence, 24 h; GLP-1R form is constitutively active; further: on the % scale 0 is the no-effect control and ±100 the full control effect; nearly all actives have a fitted effect of over 55% in size
#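 GLP-1R inverse agonism mode: basal reporter luminescence in engineered HEK293 cells measured after one day of compound exposure at 37 deg C, with a 12 min room-temperature detection step.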
# KB-3-1 cytotox = KB-3-1 parental cell cytotoxicity. KB-3-1 viability, CellTiter-Glo ATP luminescence, 72 h. Potency, µM (titrated, usually from 46.1 µM), without a hit: at the top dose activity change, negative = cytotoxic, most hits filed as cytotoxic. hit rate 1.4% among 400,000; further: on the % scale 0 is the no-effect control and ±100 the full control effect; nearly all actives have a fitted effect of over 60% in size
#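 Luminescent ATP read-out (CellTiter-Glo) measures survival of drug-naive KB-3-1 cells after 72 h compound exposure at 37 °C. Titration series was screened from lowest to highest concentration, with DMSO vehicle plates as background controls.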
# GLP1R cytotox = cytotoxicity in counter-screen for GLP-1R inverse agonists | HEK293 cAMP-luciferase reporter cells, luminescence, 24 h | Potency, µM (series often up to 38.3 µM), for the others: top-dose activity change, negative = inhibition, actives largely listed as inhibitors | hit rate 0.13% among 410,000 | AID 624418;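 further: loss of luciferase light is scored as toxicity; on the % scale 0 is the no-effect control and ±100 the full control effect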
#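 Here, cytotoxicity is scored as loss of luminescence. The MLSMR collection was tested on cells seeded in medium containing 10% Nu serum, with a 24 hr compound exposure preceded by 12 hours of culture.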
# HT1080 IDH1KD tx = kills HT-1080 cells with IDH1 knockdown | Potency, µM (doses to about 46.1 µM), for the others: top-dose activity, negative = toxicity, usual class: cytotoxic | hit rate 2% among 360,000 | HT-1080 IDH1 knockdown viability, ATP luminescence, 48 h | AID 686971;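 further: 0% = DMSO wells and -100% = cell-free medium wells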
#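 HT-1080-IDH1KD cells (IDH1 knocked down), 750/well in RPMI with 5% FBS, treated with compound 48 h at 37 degrees C. Viability by CellTiter-Glo luminescence, normalised to DMSO and no-cell wells; concentration-response curves classed.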
# HT1080NT lethal = kills 2HG-producing HT-1080-NT fibrosarcoma cells. HT-1080-NT fibrosarcoma viability, CellTiter-Glo ATP luminescence, 48 h. Potency, µM (titrated, usually from 46.1 µM), for inactives: top-dose activity, negative = less viability, actives largely listed as cytotoxic. hit rate 1.6% among 360,000;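 further: NT is the 2HG producing partner of a matched IDH1 knockdown line; 0% = DMSO-treated cells and -100% = media-only wells without cells; nearly all actives have a fitted effect of over 55% in size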
#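 750 cells/well, RPMI + 5% FBS; 2 h settle, compound pin-transfer, 48 h at 37 degrees C. CellTiter-Glo 10 min RT, luminescence. Normalized to DMSO and media-only wells.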
# Active calls of the source: *; u = inconclusive; x = no result given; & = joins results of further samples; [ ] = another dose, or the depositor's remark. The call rests on the fitted dose curve; in most records, active means well fitted curve in the direction sought with a large enough effect; inconclusive means small, poorly fitted or top-dose-only effect, or another doubt; inactive means no such curve, though single readings can be large; an effect the other way counts as inactive or inconclusive. Potency means the concentration at half of the fitted maximal effect.
SMILES,KB-V1 cytotox,GLP-1R agonist,TDP43 rescue,SW480 rerep,GLP-1R inv ag,KB-3-1 cytotox,GLP1R cytotox,HT1080 IDH1KD tx,HT1080NT lethal
c1ccc(CN(Cc2cccs2)C(c2cccs2)c2nnnn2C2CCCC2)cc1 (configuration not stated),u,-4%,10%,7%,u,-6%,-7%,-15%,-16%
Cn1cccc2[nH]c(=O)nc1-2,-6%,9%,11%,u,27%,1%,8%,1%,-9%
CC(C)Cn1c(=O)c2c(nc3n2CC(C)CN3Cc2ccccc2)n(C)c1=O (configuration not stated),-18%,-3%,4%,u,u,-13%,-1%,-19%,-7%
CCCCCC(=O)Nc1ccc(N2CCN(C(=O)CCC)CC2)cc1,0%,2%,1%,-3%,0%,12%,11%,9%,7%
Cc1cccc(-c2nc(Nc3cccc(O)c3)c3ccccc3n2)c1,-4%,0%,0%,8%,6.3µM*,-18%,-13%,0%,-8%
COc1cc(S(=O)(=O)NCC2(N3CCCCC3)CCCCC2)ccc1NC(C)=O,3%,1%,3%,-27%,-5%,11%,8%,6%,2%
O=C(/C=C/c1ccc(Cl)cc1)N1CCN(CCN2C(=O)c3cccc4cccc(c34)C2=O)CC1,2%,1%,-1%,3%,-11%,-1%,-12%,13%,15%
CCCCCOc1ccc(NC(=O)CCCC(=O)O)cc1,3%,-9%,0%,5%,1%,13%,5%,8%,7%
CCCC(=O)N1CC(=O)Nc2ccc(Cl)cc2C1c1ccc(F)cc1 (configuration not stated),-6%,x,25%,x,-19%,4%,27%,x,x
Fc1ccc(-n2ncc3c(NCCCn4ccnc4)ncnc32)cc1,0%,x,-19%,x,-6%,-5%,10%,x,x
O=C(O)c1ccc(NS(=O)(=O)Cc2ccc(Cl)c(Cl)c2)cc1,u,-5%,8%,-5%,1%,u,2%,-11%,1%
NC(=O)c1ccccc1NC(=O)Nc1cccc(Cl)c1Cl,-22%,-6%,19%,-1%,-30%,-1%,1%[1.53 µM],-1%,-15%
COc1ccc(N2CCN(S(=O)(=O)CCNC(=O)CCCc3ccccc3)CC2)cc1,0%,7%,-15%,-422%[inhibitor],-2%,3%,7%,-11%,-10%
COc1ccc(NC(=O)c2c(C)noc2-c2snnc2C)cc1,-18%,11%,20%,u,u,u,-24%,u,u
C[C@H]1C[C@@H]2[C@H]([C@@H](O)C[C@@]3(C)[C@H]2CC[C@]3(O)C(=O)CO)[C@@]2(C)C=CC(=O)C=C12,-13%,0%,12%,4%&-19%,-17%,0%,0%,u,u
Cc1ccc(C2/C(=C(\O)c3c(C)nc4c(C)cccn34)C(=O)C(=O)N2CCN(C)C)o1 (configuration not stated),-1%,4%,20%,-13%,14%,1%,0%,5%,1%
Cc1ccc(F)c(S(=O)(=O)NC(=O)C2(C)CCN2C(=O)c2sccc2C)c1 (configuration not stated),4%,-7%,8%,x,13%,0%,-5%,0%,21%
CNC(=O)C[C@H]1C(=O)N(c2ccc(Br)cc2)C[C@@H]1C,3%,-2%,12%,x,11%,-9%,2%,1%,0%
C=CCn1c(N)cc(=O)nc1SC(CC)C(=O)Nc1ccc(C(C)=O)cc1 (configuration not stated),1%,18%,1%,-4%,20%,3%,0%,6%,-5%
COc1ccc(-n2c(=O)c3c4c(sc3n(CC(=O)NCC3CCCO3)c2=O)CN(C(C)=O)CC4)cc1OC (configuration not stated),10%,2%,-2%,x,14%,-5%,-16%,2%,5%
Cc1cccc(NC(=O)c2cc(S(=O)(=O)N3CCc4ccccc43)cn2C)c1,1%,5%,21%,-11%,3%,7%,-9%,-1%,-3%
COc1ccc(N2CCN(C(=O)Cn3cncn3)CC2)cc1,-1%,6%,2%,-4%,12%,10%,-4%,13%,3%
CN1CCN(C(=O)c2cc3ccccc3cc2O)CC1,6%,0%,18%,-6%,18%,-2%,13%,-2%,-6%
COc1ccc(C(=O)Nc2ccc(C(=O)Nc3nccs3)cc2)cc1[N+](=O)[O-],-3%,-6%,23%,10µM*,1%,u,6%,6%,6%
CC(C)(C)C1CCC(OC(=O)C[N+]2(C)CCCCC2)CC1 (configuration not stated),0%,15%,-20%[1.82 µM],-6%,-24%,6%,-2%,-5%,0%
C=C(C)Cn1c(SCC(=O)O)nc2c1c(=O)[nH]c(=O)n2C,-1%,-3%,13%,1%,1%,10%,-7%,5%,0%
COc1ccc(CN2C(=O)c3ccccc3C2=O)cc1C(=O)OCC(=O)NC1CCCCC1,u,11%,21%,-1%,1%,10%,6%,6%,1%
O=C(O)c1ccc(Nc2cc(Cl)c3nonc3c2[N+](=O)[O-])cc1,4%,8%,-13%,u,3%,2%,u,6%,2%
CC(C)c1ccc(Cc2cnc(NC(=O)c3ccc4c(c3)CC(c3ccccc3)OC4=O)s2)cc1 (configuration not stated),3%,x,17%,x,-10%,-1%,4%,x,x
NC(=O)c1cc(N)ccc1N1CCCCC1,3%,2%,7%,-1%,-31%,4%,-5%,u,1%
O=C(c1ccccc1[N+](=O)[O-])N1N=C(c2ccccc2)CC1(O)C(F)(F)F (configuration not stated),1%,15%,-3%,6%,u,-11%,-3%,-3%,-1%
O=C(NC1CCCC1)c1ccc(CS(=O)(=O)c2cccc(C(F)(F)F)c2)o1,u,2%,-1%,7%,u,-1%,2%,-1%,-4%
CN(CC(=O)Nc1ccccc1Cl)CC(=O)Nc1ccccc1[N+](=O)[O-],u,17%,22%[9.22 µM],-7%,-27%,25%,-18%,-19%,-12%
COc1ccc(C(=O)NNC(=O)c2cc3cc([N+](=O)[O-])ccc3oc2=O)cc1OC,4%,-10%,18%,-8%,3%,0%,17%,5%,11%
COc1ccc(-n2c(Cc3cccn3C)nnc2SCC(=O)NCc2ccc(F)cc2)cc1,u,9%,9%,-2%,-28%,-1%,6%,6%,11%
CN(C(=O)COC(=O)/C=C/c1cccs1)c1c(N)n(Cc2ccccc2)c(=O)[nH]c1=O,-8%,8%,0%,30%,22%,-2%,7%,0%,2%
C/C(=N\NC(=O)c1nn(C)cc1Br)c1cccc(NC(=O)c2ccncc2)c1,u,4%,0%,-47%[inhibitor],4%,-1%,7%,-1%,0%
O=[N+]([O-])c1ccc(N2CCCCC2)nc1,0%,11%,22%,-20%,7%,4%,-20%,0%,6%
Cn1cc(CNC(=O)C23CC4CC(CC(C4)C2)C3)cn1,9%,-6%,-7%,-7%,10%,16%,12%,5%,17%
Cc1cc(=O)n2[nH]c(COc3ccccc3)nc2n1,26%,-3%,6%,-3%,-8%,14%,-9%,1%,5%

# Some of these compounds in order of formula weight, low to high.
SMILES,KB-V1 cytotox,GLP-1R agonist,TDP43 rescue,SW480 rerep,GLP-1R inv ag,KB-3-1 cytotox,GLP1R cytotox,HT1080 IDH1KD tx,HT1080NT lethal
Cc1cc(=O)n2[nH]c(COc3ccccc3)nc2n1,26%,-3%,6%,-3%,-8%,14%,-9%,1%,5%
Cc1cccc(NC(=O)c2cc(S(=O)(=O)N3CCc4ccccc43)cn2C)c1,1%,5%,21%,-11%,3%,7%,-9%,-1%,-3%
CN(C(=O)COC(=O)/C=C/c1cccs1)c1c(N)n(Cc2ccccc2)c(=O)[nH]c1=O,-8%,8%,0%,30%,22%,-2%,7%,0%,2%

# Next entries follow:
SMILES,KB-V1 cytotox,GLP-1R agonist,TDP43 rescue,SW480 rerep,GLP-1R inv ag,KB-3-1 cytotox,GLP1R cytotox,HT1080 IDH1KD tx,HT1080NT lethal
CCC(C(=O)c1ccccc1)P(=O)(NN)c1ccccc1 (configuration not stated),-2%,1%,-4%,-3%,9%,16%,1%,-4%,-14%
CC(Sc1nc(-c2ccccc2)cc(C(F)(F)F)n1)C(=O)N1CCOCC1 (configuration not stated),-23%,26%,14%,-3%,-18%,0%,7%,11%,14%
CCCNC(=O)c1ccc2c(c1)ncn2-c1ccccc1OC,-22%,6%,-9%,-6%,33%,-8%,10%,22%,26%
CC(NCc1ccc(S(N)(=O)=O)cc1)C(=O)Nc1cc([N+](=O)[O-])ccc1Cl (configuration not stated),-12%,13%,1%,-2%,80%[activator],-6%,-2%,-2%,0%
CCc1cc2c(=O)c(-c3nc4ccccc4n3C)c(C)oc2cc1OC(C)=O,-15%,-2%,-26%,u,-3%,-3%,-4%,-7%,-7%
Cc1cccc(CC(=O)OCn2nnc3ccccc3c2=O)c1,-4%,-2%,11%,-10%,5%,14%,19%,13%,6%
O=C(Nc1ncccc1O)c1ccc2ccccc2c1,16%,-3%,10%,-1%,u,0%,-12%,-11%,-2%
COc1cc(C(=O)N/N=C/c2ccc(OC(=O)c3cccc(C)c3)c(OC)c2)ccc1O,4%,-3%,27%,10%,-2%,4%,-29%,-1%,-5%
COCCCNc1nc(N)c([N+](=O)[O-])c(NCC2CCCO2)n1 (configuration not stated),3%,18%,-12%,-1%,18%,10%,-3%,0%,-8%
O=C(Nc1ccccc1N1CCOCC1)c1ccc([N+](=O)[O-])cc1,-12%,-6%,u,-1%,24%,5%,2%,4%,0%
CN(C)c1ccc(-c2nn3c(-c4ccccc4Cl)nnc3s2)cc1,1.2µM*,-2%,-14%,1µM*,u,0.58µM*,-33%,u,u
CCOc1cc(C(=O)OCc2ccc(OC)cc2)ccc1OCC(=O)N1CCOCC1,0%,7%,16%,-15%,7%,1%,2%,7%,-1%
Cc1nnc(NC(=O)c2cccc(S(=O)(=O)N3CCN(C)CC3)c2)s1,u,0%,12%,-7%,29%,1%,10%,7%,7%
Cc1ccc(C(=O)C2CCNCC2)cc1,0%,0%,3%,11%,-20%,13%,-20%,5%,12%
OC(Cc1nc2ccccc2[nH]1)c1ccccc1Cl (configuration not stated),1%,7%,-5%,3%,3%,2%,21%,0%,9%
Cc1ccc2oc(-c3cc(NC(=O)/C=C/c4ccco4)ccc3Cl)nc2c1,20%,x,24%,x,-15%,3%,-1%,x,x

# From PubChem BioAssay
